High-throughput results as filed in PubChem.
TEAD-YAP inh: TEAD-YAP interaction inhibition, primary screen, TEAD-YAP interaction inhibitor project, luminescence, HEK-TIYL cells; TEAD-Gal4/YAP UAS-luciferase luminescence; inhibition, % at 9.12 µM; 640,000 compounds, 1.4% hits; in the data active = inhibition above about 32%;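 note: 0% = median of test compound wells and 100% = reference inhibitor wells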
GPR151 ag: activators of human GPR151, primary screen, cell-based, PathHunter beta-arrestin, luminescence; G-protein coupled receptor 151 (Homo sapiens), Q8TDV0; PathHunter beta-arrestin GPR151 cells; activation, % at 11.2 µM; 650,000 compounds, 1% hits; in the data active = activation above about 4.9%;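 note: 0% = median of compound wells and 100% = cells with positive control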
FBW7 act: FBW7 E3 ligase activators, primary screen, biochemical, AlphaScreen, human | F-box/WD repeat-containing protein 7 (Homo sapiens), Q969H0 | normalized activity (activation), % at 26.1 µM | AID 1259310, 2017 | AlphaScreen FBW7–phospho-cyclin E peptide binding, activator screen | 650,000 compounds, 0.13% hits; in the data active = normalized activity above about 1.9%;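 note: purified mutant Fbw7 with reduced substrate affinity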
Target sequence (Q969H0 whole entry, looked up): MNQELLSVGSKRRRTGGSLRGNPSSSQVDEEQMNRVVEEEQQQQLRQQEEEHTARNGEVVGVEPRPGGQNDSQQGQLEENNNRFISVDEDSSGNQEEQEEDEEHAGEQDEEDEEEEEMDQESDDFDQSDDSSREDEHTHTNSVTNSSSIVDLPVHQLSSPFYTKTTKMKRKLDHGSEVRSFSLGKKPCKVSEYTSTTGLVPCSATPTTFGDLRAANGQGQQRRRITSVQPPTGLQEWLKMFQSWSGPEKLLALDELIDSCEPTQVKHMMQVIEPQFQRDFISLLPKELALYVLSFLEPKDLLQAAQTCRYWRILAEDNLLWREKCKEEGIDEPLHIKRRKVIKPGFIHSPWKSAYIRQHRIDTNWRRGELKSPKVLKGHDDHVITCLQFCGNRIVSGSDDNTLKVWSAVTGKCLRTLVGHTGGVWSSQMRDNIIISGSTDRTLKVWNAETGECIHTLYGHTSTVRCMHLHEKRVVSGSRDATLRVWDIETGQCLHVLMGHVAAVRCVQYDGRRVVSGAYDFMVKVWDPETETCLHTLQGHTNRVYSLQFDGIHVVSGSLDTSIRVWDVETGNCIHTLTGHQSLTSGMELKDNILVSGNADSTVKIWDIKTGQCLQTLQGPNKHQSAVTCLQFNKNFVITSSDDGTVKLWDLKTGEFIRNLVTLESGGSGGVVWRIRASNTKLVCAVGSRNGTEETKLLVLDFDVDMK
MITF inh: MITF inhibitors, primary screen, biochemical, AlphaScreen, human | Microphthalmia-associated transcription factor (Homo sapiens), O75030 | AlphaScreen MITF homodimerization, bead proximity signal | inhibition, % at 2.6 µM | 650,000 compounds, 0.91% hits; in the data active = inhibition above about 50%;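 note: 0% = vehicle wells with protein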
An asterisk follows results filed as active; & = joins results of further samples. Rows are unselected (roughly 3.4% active in at least one column).

mol	TEAD-YAP inh	GPR151 ag	FBW7 act	MITF inh
O=C(CS/C(=C/c1ccco1)c1nc2ccccc2s1)Nc1nccs1	-6.6	3.6	-0.1	13.4
C=CCN(Cc1ccco1)S(=O)(=O)c1ccc(Cl)cc1	3.8	0.0	0.1	-9.2
O=C(Nc1ccc(Cl)cc1)C(=O)NC1CC1	-72.0	-1.1	-0.1	-1.6
COc1ccc(CCNc2ncnc3sc(C(=O)N4CCC[C@H]4C(N)=O)c(C)c23)cc1	-4.8	-1.0	-0.2	-0.1
CN1/C(=C\C(=O)CN2C(=O)NC3(CCCCC3)C2=O)C(C)(C)c2ccccc21	1.0	0.6	0.1	16.1
CCc1ccc(N2CC(C(=O)Nc3ccc(Br)cc3)CC2=O)cc1 (stereo not given)	15.7	1.1	0.0	-6.4
COc1ccc2nc(SCC(=O)Nc3cccc(C(C)=O)c3)[nH]c2c1	-4.8	-0.5	0.0	-1.6
COC(=O)/C(=C/C(=O)c1ccccc1)Nc1ccc(OC)cc1	-56.6	-2.9	-0.1	5.5
CCN(CC)c1ccc(NC(=S)Nc2ccc(S(N)(=O)=O)cc2)cc1	4.8	-0.1	-0.4	74.4*
Cc1cc(C)cc(-n2c(C)cc(/C=C3/C(=N)N4C=CSC4=NC3=O)c2C)c1	21.0	0.1	0.0	8.5
CN(C)/C=C1\N=C(c2ccccc2Cl)OC1=O	-20.2	1.6	0.0	18.5
Cc1[nH]n(-c2ccc([N+](=O)[O-])cc2)c(=O)c1C=NCCN1CCN(C(=O)c2ccc(F)cc2)CC1	1.8	-6.4	0.0	-7.3
Cc1nc2ccccc2c(=O)n1-c1cccc(NC(=O)c2ccccc2Br)c1	-2.7	0.4	-0.1	-7.3
CCc1ccccc1NC(=O)C(=O)N/N=C/c1ccc(F)cc1	-7.4	0.5	0.0	-5.8
O=C(Nc1ccc(N2CCCCC2)cc1)c1ccccc1[N+](=O)[O-]	-23.1	0.7	-0.1	-2.9
COCCn1c(C)cc(O)c(C(=O)Nc2ccc(Cl)c(Cl)c2)c1=O	10.6	0.7	0.1	11.1
CC(Sc1nc(-c2cccc(F)c2)nc2c1c(=O)n(C)c(=O)n2C)C(=O)O (stereo not given)	-2.6	-0.2	0.7	13.8
O=C(COC(=O)/C=C/c1ccco1)Nc1nnc(-c2ccccc2)o1	7.7	0.5	-0.8	19.5
CC(C)c1ccc(/C=C2\SC(=S)N(C(CC(=O)O)C(=O)O)C2=O)cc1 (stereo not given)	11.8	0.9	0.0	5.3
COC(=O)COc1ccc(NC(=O)COc2cccc(C)c2)cc1	1.2	-1.1	1.3	10.4
COC(=O)Nc1ccc(SCC(=O)c2cccc([N+](=O)[O-])c2)cc1	4.2	0.1	0.1	7.5
COc1ccccc1CC(=O)Nc1cccc(C(=O)NC(C)(C)C)c1	1.8	4.6	0.0	-3.3
CCOC(=O)c1ccc(Nc2nc(-c3cc4cccc(OC)c4oc3=O)cs2)cc1	8.9	-0.2	0.0	12.3
CCCOc1ccc(N2C(=O)CC(S/C(N)=N/N=C(\C)c3cccs3)C2=O)cc1 (stereo not given)	5.8	-0.3	-0.1	6.3
CCOc1ccc(C(=O)Nc2c3c(nn2-c2ccc([N+](=O)[O-])cc2)CS(=O)(=O)C3)cc1OCC	1.9	1.8	0.1	1.3
C#CCNC(=O)C1CCN(c2nc(C)cc(OCC)n2)CC1	0.4	-1.0	0.4	18.9
O=[N+]([O-])c1ccc(-c2cnc(NO)nc2)cc1	-4.2	-0.3	-0.2	-15.3
Cc1cnc(CNC(=O)CCN2Cc3ccccc3OC(c3ccccc3F)C2)cn1 (stereo not given)	2.9	0.3	-0.3	17.0
COc1cc(/C=C2\SC(=Nc3cc(C)cc(C)c3)NC2=O)c([N+](=O)[O-])cc1OC	6.8	0.0	-0.3	11.7
Cc1ccc(N2CCN(Cc3c(C)n(C)n(-c4ccccc4)c3=O)CC2)cc1	8.5	0.7	0.0	2.8

Record cards, as listed above:
O=C(CS/C(=C/c1ccco1)c1nc2ccccc2s1)Nc1nccs1 reads TEAD-YAP inh = -6.6; GPR151 ag = 3.6; FBW7 act = -0.1; MITF inh = 13.4
Cc1cc(C)cc(-n2c(C)cc(/C=C3/C(=N)N4C=CSC4=NC3=O)c2C)c1 reads TEAD-YAP inh = 21.0; GPR151 ag = 0.1; FBW7 act = 0.0; MITF inh = 8.5

Next results follow:
mol	TEAD-YAP inh	GPR151 ag	FBW7 act	MITF inh
C=CCn1c(SCC(N)=O)nc2c(c1=O)C1(CCCCC1)Cc1ccccc1-2	14.4	0.8	0.7	10.1
N#CCOC(=O)c1cc(-c2cccs2)nc2ccccc12	-5.0	-0.4	-0.1	-8.9
O=C(OCc1ccccc1F)c1cc2ccccc2oc1=O	-14.6	-0.8	-0.1	-0.4
CSc1nnc(Cc2ccc([N+](=O)[O-])cc2)o1	-7.9	0.2	0.6	6.0
CC(C)CC(=O)Nc1ccnn1C1CCN(Cc2ccc(O)c(Cl)c2)CC1	-2.1	-0.8	-0.1	6.9
Cn1nccc1C(=O)Nc1cc(Sc2nc3ccccc3s2)cc([N+](=O)[O-])c1	-7.6	0.2	-0.2	4.1
CC(=O)c1c(C)[nH]c(C(=O)Nc2ccc(-c3nnc4n3CCCCC4)cc2)c1C	10.9	-1.2	-0.1	-0.8
O=C(CC1C(=O)N(c2ccccc2)C(=O)N1Cc1cccs1)Nc1ccc(F)cc1 (stereo not given)	10.9	0.9	0.2	8.7
CN(C)C(=O)CSc1nnc(COc2ccc(Cl)cc2)n1C	-2.4	1.2	0.0	10.5
O=C(NNC1CC(=O)N(c2ccc3c(c2)OCCO3)C1=O)c1ccccc1 (stereo not given)	-12.8	0.3	-0.2	-7.1
CN(NC(=O)CN1CCCCC1)c1ccccc1	0.2	-0.3	-0.2	23.0
NS(=O)(=O)c1ccc(Nc2nccc(-c3ccc(Cl)cc3)n2)cc1	-1.9	1.0	0.7	15.8
COc1ccccc1/C=C1\N=C(c2c(-c3ccccc3)noc2C)OC1=O	9.7	0.9	0.0	0.9
COC(=O)[C@H]1CCc2ccccc2N1C(=O)c1cccc(F)c1	1.8	0.1	0.0	1.3
N#C/C(=N/Nc1ccc(S(N)(=O)=O)cc1)c1nc(-c2ccc(F)cc2)cs1	2.6	1.5	0.1	-10.5
Cc1oc2cc(O)ccc2c(=O)c1ON1C(=O)c2ccccc2C1=O	-1.5	1.8	-0.2	-6.3
O=C(NCc1ccccc1)c1ccc2c(=O)n(-c3ccccc3)c(SCc3cccc([N+](=O)[O-])c3)nc2c1	2.5	0.3	0.1	2.3
O=C(NNc1ccccc1)C(O)(c1cccc(C(F)(F)F)c1)c1cccc(C(F)(F)F)c1	9.5	0.1	0.1	17.1
CN(Cc1ccc(OCC(O)CN2CCCCC2)cc1)Cc1cnccn1 (stereo not given)	0.0	-0.8	0.1	-12.3
O=[N+]([O-])c1c(Cl)cc(O)c2c1C1C=CCC1C(c1ccc(Br)cc1)N2 (stereo not given)	18.2	-1.1	-0.5	10.4
CCOc1ccccc1NC(=O)Cc1ccc(Br)cc1	-10.6	-0.7	0.1	-5.3
CCCNC(=O)c1ccccc1NC(=O)CSCc1c(F)cccc1Cl	3.9	2.1	-0.1	-11.9
CC(C)N(C(=O)CSc1nnc(-c2ccc3c(c2)OCO3)n1C)C(C)C	-4.3	-0.5	0.0	8.8
COC(=O)c1ccc(C(=O)Nc2nc3ccc4nc(C)sc4c3s2)cc1	4.2	-0.6	0.3	5.6
CCOC(=O)C1(Cc2ccc(OC)cc2)CCN(S(=O)(=O)c2sccc2C)CC1	3.8	-1.3	0.0	-0.5
CCCCCn1c(=N)c(S(=O)(=O)c2ccccc2)cc2c(=O)n3cc(C)ccc3nc21	3.0	-0.3	0.7	8.9
Cc1ccccc1CN(c1ccc(C(=O)N2CCCC2)cc1)S(C)(=O)=O	1.1	-0.6	0.6	22.2
COc1cc(C2NC(=S)NC(C)=C2C(=O)Nc2ccc(Br)cc2)ccc1O (stereo not given)	0.7	0.3	0.2	-13.6
O=C(NCCCN1CCOCC1)c1cc2cc(Br)ccc2oc1=O	5.4	-0.5	1.7	59.6*
O=C(O)C1CSC(c2ccc(OCc3ccccc3Cl)cc2)N1 (stereo not given)	-21.4	-2.7	-0.1	3.4

Next section; it opens with the 3 that closed the last part.
mol	TEAD-YAP inh	GPR151 ag	FBW7 act	MITF inh
COc1cc(C2NC(=S)NC(C)=C2C(=O)Nc2ccc(Br)cc2)ccc1O (stereo not given)	0.7	0.3	0.2	-13.6
O=C(NCCCN1CCOCC1)c1cc2cc(Br)ccc2oc1=O	5.4	-0.5	1.7	59.6*
O=C(O)C1CSC(c2ccc(OCc3ccccc3Cl)cc2)N1 (stereo not given)	-21.4	-2.7	-0.1	3.4
COCCCN1C(=O)C2C(C(=O)Nc3ccc(C(C)C)cc3)C3C=CC2(O3)C1C(=O)NC1CCCC(C)C1C (stereo not given)	3.8	0.1	0.0	9.8
CCN=C1SC(CC(=O)Nc2cccc(C(F)(F)F)c2)C(=O)N1CC (stereo not given)	-5.4&0.6	0.2&-0.4	0.2&-0.1	-10.1&-5.8
O=C1CC2([N+](=O)[O-])CN(CCO)CC([N+](=O)[O-])(C1)C2	-0.5	2.8	0.0	-4.3
COc1ccc(C2(C(N)=O)CCCC2)cc1OC	-5.7	-0.4	0.0	-0.6
CC(C)(C)CN1CCc2nnc(CNC(=O)c3ccccn3)n2CC1	3.8	0.1	0.1	8.5
CCc1ccc(N2CC(C(=O)Nc3ccc(F)cc3)CC2=O)cc1 (stereo not given)	-7.1	1.9	0.3	6.5
CCCCOC(=O)c1sc2nc3c(c(-c4cccs4)c2c1N)CCCC3	7.9	0.5	0.0	-0.1
CC/C(O)=C1\C(=O)CCCC1=NCCc1c(C)[nH]c2ccccc12	4.3	1.6	0.1	6.9
S=C(NCC(c1cccnc1)N1CCOCC1)Nc1ccc(Br)cc1 (stereo not given)	1.8	-0.9	-0.1	9.2
CCOc1ccc(NC(=O)c2sc3ncn(CC)c(=O)c3c2C)cc1	-4.1	0.5	0.0	10.9
CSCc1nc2sc(C(=O)Nc3nc(C)cs3)c(C)c2c(=O)[nH]1	-41.4	-0.2	0.0	4.0
N/C(=N\O)c1cccc(CS(=O)(=O)c2ccccn2)c1	-2.5	-0.7	0.0	1.8
